Screening results (PubChem BioAssay)
iPSC survival up = enhancers of single-cell hiPSC survival, primary screen, ATPlite luminescence; survival enhancement, % at 20 µM; 100% = ROCK inhibitor wells, 0% = DMSO; 360,000 compounds, 0.044% hits; in the data active = survival enhancement above about 18%;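 also: cells exposed to compounds for 16 hours before the ATP read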
NR2E3 ag-1 = NR2E3 agonists in two-hybrid cells, primary screen, cell-based, luminescence, CHO-S, Gal4-NCOR/VP16-NR2E3; Photoreceptor-specific nuclear receptor (Homo sapiens), Q9Y5X4; luciferase; inhibition of corepressor binding, % at 3.98 µM; 360,000 compounds, 0.35% hits; AID 602229, 2012;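 active = inhibition above the mean of all tested compounds plus 3 SD, cut at about 70% in these data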;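 also: 0% = DMSO with NR2E3 transfected cells and 100% = cells lacking NR2E3 construct; higher means lower luciferase signal from less NR2E3 corepressor binding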
HIF-2a inh = HIF-2a reporter inhibitors, primary screen, luminescence, 786-0 RCC cells | inhibition, % at 18.8 µM | 360,000 compounds, 0.72% hits | AID 624352, 2012 | 786-0 RCC cells HIF-2a reporter, luciferase luminescence, overnight;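 active = inhibition of the luminescence signal of 40% or more relative to plate controls, in a single-dose primary screen at 18.75 µM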
NR2E3 ag-2 = inhibitors of NR2E3-RetCOR corepressor binding, primary screen, NR2E3 agonist project, biochemical, TR-FRET, GST-NR2E3, biotin-RetCOR | Photoreceptor-specific nuclear receptor (Homo sapiens), Q9Y5X4 | 1536-well | inhibition of corepressor binding, % at 4.78 µM | 320,000 compounds, 0.12% hits | AID 2300, 2010;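 active = percent inhibition above the cutoff of mean plus 3 SD of all tested compounds, set per screening campaign, cut at about 20% in these data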;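 also: 0% = DMSO wells and 100% = biotin wells as full block of FRET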
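System: GST-tagged NR2E3 plus biotinylated RetCOR corepressor; Amount: 1.35 nM GST-tagged NR2E3 final; Dosing: single nominal compound dose of 4.8 µM; Schedule: 5 h incubation at 4 °C; Technique: TR-FRET with europium anti-GST and streptavidin-D2, 340 nm excitation; Controls: biotin wells as high control, 0.6% DMSO wells as low control.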
PDI turbidity = inhibitors of human PDI, primary screen, biochemical, turbidity, single point, plate reader | PDI insulin aggregation turbidity, A650, 90 min | inhibition, % at 10 µM | 350,000 compounds, 0.052% hits | AID 588391, 2011;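 active = mean inhibition across replicates of 30% or more, whatever share of single replicates reach that level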;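 also: absorbance from insulin aggregation driven by PDI reduction with DTT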
Target sequence (P07237 whole entry, looked up): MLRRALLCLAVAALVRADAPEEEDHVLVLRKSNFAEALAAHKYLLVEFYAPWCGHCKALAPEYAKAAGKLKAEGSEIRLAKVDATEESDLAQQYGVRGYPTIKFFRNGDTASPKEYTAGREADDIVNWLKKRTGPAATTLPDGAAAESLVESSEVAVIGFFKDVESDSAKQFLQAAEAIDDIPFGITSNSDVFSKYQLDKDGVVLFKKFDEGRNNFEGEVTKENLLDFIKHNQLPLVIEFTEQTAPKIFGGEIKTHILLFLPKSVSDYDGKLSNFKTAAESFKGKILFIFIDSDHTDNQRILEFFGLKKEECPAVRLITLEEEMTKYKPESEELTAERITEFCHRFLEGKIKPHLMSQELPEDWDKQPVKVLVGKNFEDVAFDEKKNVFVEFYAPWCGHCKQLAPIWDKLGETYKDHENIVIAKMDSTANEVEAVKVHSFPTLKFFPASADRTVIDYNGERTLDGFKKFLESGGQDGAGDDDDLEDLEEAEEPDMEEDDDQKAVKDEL
m5-HT2A agonist = mouse Htr2a agonists via beta-arrestin recruitment, primary screen, cell-based, luminescence | AID 624169, 2012 | CHO-K1 mHTR2A beta-arrestin complementation; percent of 30 µM serotonin response | 360,000 compounds, 0.66% hits | 5-hydroxytryptamine receptor 2A (Mus musculus), P35363 | activation, % at 7.6 µM;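 active = activation above a run cutoff, the mean activation of all tested compounds plus 3 SD, cut at about 14% in these data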;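 also: 0% = plate median of compound wells and 100% = 30 µM serotonin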
Target sequence (P35363 whole entry, looked up): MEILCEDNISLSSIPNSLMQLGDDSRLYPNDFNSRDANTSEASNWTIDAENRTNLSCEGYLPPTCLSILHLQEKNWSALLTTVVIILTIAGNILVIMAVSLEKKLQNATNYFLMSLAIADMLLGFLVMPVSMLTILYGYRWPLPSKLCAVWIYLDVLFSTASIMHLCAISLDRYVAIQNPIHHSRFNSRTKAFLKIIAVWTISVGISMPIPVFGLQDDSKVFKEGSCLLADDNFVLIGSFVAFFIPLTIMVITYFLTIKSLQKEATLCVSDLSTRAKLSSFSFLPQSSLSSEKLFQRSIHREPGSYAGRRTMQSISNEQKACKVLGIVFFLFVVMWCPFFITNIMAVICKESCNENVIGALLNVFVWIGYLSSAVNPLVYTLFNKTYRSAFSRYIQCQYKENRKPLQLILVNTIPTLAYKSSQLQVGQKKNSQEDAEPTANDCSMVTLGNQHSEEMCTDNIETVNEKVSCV
MITF TRPM1 inh = inhibitors of MITF-dependent TRPM1 promoter reporter, primary screen, cell-based, SK-MEL-5, single point, luciferase | AID 488899, 2010 | 330,000 compounds, 0.83% hits | SK-MEL-5 TRPM1 promoter luciferase, 24 h | inhibition, % at 12.5 µM;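 active = mean inhibition across replicates of 60% or more, whatever share of single replicates reaches that level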; also: values of inactives mirror those of a sister screen read the other way
Cardio protect = cardioprotection against H2O2-induced cell death, primary screen, uHTS, H9c2 cells, ATPLite luminescence | H9c2 cardiomyocytes, H2O2 injury protection, 2 h | protection from H2O2 cell death, % at 20 µM | 360,000 compounds, 0.63% hits | AID 588492, 2011;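 active = compounds giving at least 50% protection of heart cells from peroxide-induced death in the single-dose screen, raw or plate-pattern-corrected value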;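 also: 0% = DMSO wells with peroxide and 100% = DMSO wells without peroxide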
Shn3 3UTR inh = reduction of Shn3 3'UTR firefly luciferase signal, primary screen, Schnurri-3 inhibitor project, cell-based, Clone20 osteoblasts, set 2 | Clone20 osteoblast Shn3 3'UTR firefly luciferase, 24 h | inhibition, % at 12.5 µM | 360,000 compounds, 0.52% hits;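 active = mean inhibition of at least 75% with every replicate also reaching 75%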;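 also: 0% = median of neutral control wells and 100% = pilot-screen positive control compound; some compounds past the cut are filed as inactive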
CaV13 FRET inh = Disruptors of the CACNA1D IQ motif to Ca2+-dependent inactivation inhibitor domain association, primary screening, Förster resonance energy transfer in intact living …; 340,000 compounds, 0.098% hits; HEK cells, CFP/YFP FRET ICDI-IQ, plate reader, 10 min; percent FRET-ratio fall versus neutral wells; inhibition, % at 12.3 µM;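 active = mean replicate inhibition of at least 30% and at least 1% of replicates passing that level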;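 also: 0% = median of the neutral control wells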
Peg3 promoter = Peg3 promoter-driven luciferase inhibitors, primary screen, cell-based, HeLa, luciferase luminescence. inhibition, % at 20 µM. AID 588405, 2011. HeLa PEG-Prom luciferase reporter, overnight. 360,000 compounds, 1.7% hits;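 active = inhibition of at least 50% at 20 µM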
An asterisk follows results filed as active; / = no result given. Compounds as they come, and some 3.9% of all compounds hit somewhere here.

SMILES | iPSC survival up | NR2E3 ag-1 | HIF-2a inh | NR2E3 ag-2 | PDI turbidity | m5-HT2A agonist | MITF TRPM1 inh | Cardio protect | Shn3 3UTR inh | CaV13 FRET inh | Peg3 promoter
O=C(NCCc1c[nH]c2ccccc12)c1cc([N+](=O)[O-])cc([N+](=O)[O-])c1 | -0.4 | -9 | 15 | 1 | 14 | 9 | / | 2 | -6 | -34 | 14
Cc1sc2nc(-c3ccccn3)[nH]c(=O)c2c1-c1ccccc1 | -0.5 | -69 | -277 | -3 | 12 | 0 | -30 | 21 | 32 | / | -203
Cc1cc(NC(=O)c2cc(-c3ccc4c(c3)OCO4)on2)n(-c2ccccc2)n1 | 1.0 | 14 | 1 | 1 | -9 | 3 | 14 | -2 | -18 | -5 | 23
Cc1cc(C(F)(F)F)nc(-n2cc(-c3cccc(N)c3)nn2)n1 | -0.2 | -11 | -17 | 0 | -1 | 1 | -3 | 11 | -12 | -4 | -10
COc1cccc(Nc2nc(C(N)Cc3ccc(F)cc3)cs2)n1 (stereo not given) | -4.2 | -4 | -9 | / | 0 | 4 | / | -12 | -7 | -6 | 114*
CCN(CC(=O)Nc1ccc2c(c1)OCCO2)C(=O)c1ccc(Cl)cc1Cl | -0.1 | -127 | -214 | 0 | -4 | 2 | -105 | -8 | -101 | -6 | -356
COc1ccc(CN2CCC(C(=O)N3CCCC(C)C3)CC2)cc1OC (stereo not given) | -1.5 | 4 | 3 | 2 | 7 | 2 | -11 | 8 | 1 | -4 | 0
CCCN(CCC)S(=O)(=O)c1ccc(C(=O)N2CCOCC2)cc1 | -0.5 | -16 | 15 | 5 | 8 | 6 | 0 | -2 | -6 | -8 | 5
CN(C)c1ccc(C#Cc2ccc3cc(CCCO)oc(=O)c3c2)cc1 | -2.3 | -71 | -263 | 1 | 1 | 2 | -91 | -6 | -35 | -10 | -269
COc1ccccc1CCNC(=O)Cn1ccc2cc(S(=O)(=O)N3CCCC3)ccc21 | -0.5 | -2 | 8 | 1 | 9 | -5 | -1 | -4 | 1 | -2 | 4
Clc1ccc(C2Nc3cccc4cccc(c34)N2)cc1 | -0.5 | -13 | 20 | 0 | -3 | 0 | 15 | 0 | -7 | 4 | 13
COc1ccc(OC)c(S(=O)(=O)NCC(=O)NC2CCCCCC2)c1 | -0.5 | 0 | 8 | 5 | -13 | -2 | 5 | -4 | 1 | -2 | 8
Cc1nn(CC(=O)O)c(=O)c2ccccc12 | 2.0 | -3 | 11 | -3 | 9 | 2 | 4 | 7 | -1 | -5 | 6
CCc1ccc(/C(C)=N\Nc2ccc([N+](=O)[O-])cc2)cc1 | -0.5 | -45 | -218 | 2 | 5 | -6 | -52 | -11 | -16 | -12 | -164
CCN(CC(=O)Nc1c(Cl)cccc1Cl)C(=O)C1CCN(c2ncnc3sc(C)c(C)c23)CC1 | -0.5 | -28 | 2 | / | 1 | -1 | -1 | 8 | 6 | -2 | 14

Compound profiles, from the list above. Values in the order: iPSC survival up, NR2E3 ag-1, HIF-2a inh, NR2E3 ag-2, PDI turbidity, m5-HT2A agonist, MITF TRPM1 inh, Cardio protect, Shn3 3UTR inh, CaV13 FRET inh, Peg3 promoter
COc1ccc(OC)c(S(=O)(=O)NCC(=O)NC2CCCCCC2)c1 is listed with -0.5, 0, 8, 5, -13, -2, 5, -4, 1, -2, 8
CCCN(CCC)S(=O)(=O)c1ccc(C(=O)N2CCOCC2)cc1 is listed with -0.5, -16, 15, 5, 8, 6, 0, -2, -6, -8, 5

Additional results follow:
SMILES | iPSC survival up | NR2E3 ag-1 | HIF-2a inh | NR2E3 ag-2 | PDI turbidity | m5-HT2A agonist | MITF TRPM1 inh | Cardio protect | Shn3 3UTR inh | CaV13 FRET inh | Peg3 promoter
CN(c1ccccc1)S(=O)(=O)c1cccc(C(=O)Nc2nccs2)c1 | -2.5 | -9 | 3 | 1 | -5 | 2 | 5 | 6 | 18 | -6 | -1
CC(=O)Oc1ccc(C(=O)Nc2ccc3c(c2)C(=O)N(CCC(=O)O)C3=O)cc1 | 2.1 | 0 | 10 | -2 | -1 | -5 | 6 | 7 | -2 | -9 | 5
Cc1ccccc1OCCn1c(S(=O)(=O)O)nc2c(N)ncnc21 | 0.0 | -5 | 15 | 1 | -1 | -3 | 15 | 1 | -4 | -4 | -8
CC(C)C(OC(=O)c1ccccc1)c1nccc2ccccc12 (stereo not given) | 0.1 | -53 | -249 | -1 | 9 | 1 | -57 | 4 | -112 | -5 | -198
CCCc1cc(=O)oc2c(C)c(OCC(=O)NC3CCN(Cc4ccccc4)CC3)ccc12 | -0.2 | 14 | 5 | -1 | -12 | -4 | -15 | 6 | 7 | -7 | 3
Cc1[nH]n(-c2ccccc2)c(=O)c1/C=N/N1C(=O)c2ccc3c4c(ccc(c24)C1=O)CC3 | -1.2 | -63 | 17 | -1 | -1 | 1 | 17 | 65* | 11 | -3 | 17
COCCCn1c(=O)c2ccccc2n(Cc2cccc(C)c2)c1=O | -0.2 | -28 | 24 | 4 | -4 | -1 | 6 | -6 | 12 | -5 | 12
COc1ccc(C2SCC(C(=O)O)N2C(C)=O)cc1OC (stereo not given) | 0.0 | -29 | -2 | -1 | / | 1 | 2 | -4 | -5 | 19 | -2
Cn1cnnc1SCC(=O)Nc1ccccc1Sc1ccccc1 | 0.1 | 6 | -8 | 1 | -17 | 6 | 6 | -1 | 11 | / | -9
Cc1cccn2c(=O)c(/C=C3\SC(=S)NC3=O)c(NCCCN3CCOCC3)nc12 | 0.3 | -26 | 14 | -1 | -3 | -4 | 3 | -16 | 2 | -2 | 22
CCOc1ccc(/C=C2\SC(=S)N(CCC(=O)O)C2=O)cc1 | -0.4 | 10 | 91* | -5 | -3 | 4 | 85* | -15 | 4 | -2 | 24
O=C(Nc1sc2c(c1C(=O)O)CCCCC2)c1ccccc1F | 0.2 | -122 | -187 | 3 | -1 | 1 | -40 | -9 | -55 | -5 | -218
Cc1ccc(C(c2sc3nc(C)nn3c2O)N2CCOCC2)cc1 (stereo not given) | 3.6 | 20 | 13 | -4 | -2 | -1 | 6 | 4 | -6 | -4 | 23
CC12CCC(=O)N1C(C(=O)NNC(=O)c1ccccc1F)CS2 (stereo not given) | -0.5 | -19 | 0 | 0 | 6 | 1 | -10 | 19 | 5 | -2 | 5
CC(C)(C)c1ccc(/C=C/C(=O)NCCCn2ccnc2)cc1 | -0.7 | 4 | -1 | 0 | -3 | -12 | 9 | -5 | -3 | -5 | -12
O=C(CCCN1C(=O)/C(=C/c2cccs2)SC1=S)Nc1ccc(O)cc1 | -0.4 | 21 | 13 | 6 | 4 | -2 | -1 | -7 | 15 | -4 | 18
O=C(COC(=O)c1ccccc1C(=O)c1ccc(Cl)c([N+](=O)[O-])c1)NC1CC1 | 36* | 36 | 84* | 2 | 5 | -6 | 81* | -35 | 70 | 5 | 99*
Cc1ccc2[nH]c(=O)c(C(c3nnnn3CC3CCCO3)N3CCc4ccccc4C3)cc2c1 (stereo not given) | 0.5 | -21 | 4 | 0 | 1 | 1 | -14 | 17 | 8 | -4 | 3
Cc1c(Cl)c([N+](=O)[O-])nn1CC(=O)Nc1c(C)n(C)n(-c2ccccc2)c1=O | -0.3 | 2 | 16 | 1 | 21 | 4 | -3 | 3 | 7 | -1 | 13
COc1ccc(C(c2nnnn2Cc2ccccc2)N2CCN(C/C=C/c3ccccc3)CC2)cc1 (stereo not given) | 0.8 | 10 | -37 | / | / | -7 | / | 7 | -12 | -6 | 7
C=CCn1c(C)nnc1SCC(=O)Nc1nccs1 | 0.4 | -11 | -4 | -2 | 1 | -1 | 12 | -4 | 5 | -5 | 14
Cc1cc(OC(=O)CNC(=O)OC(C)(C)C)c2c(C)cc(=O)oc2c1 | 0.7 | 7 | -5 | 1 | 0 | -2 | -9 | 3 | -8 | -3 | -3
O=c1[nH]c(-c2ccccc2)nnc1-c1ccccc1 | -0.1 | -55 | -152 | 0 | 5 | 3 | -34 | -4 | / | 3 | -118
O=[N+]([O-])c1cccc(-c2nnc3n2CCCCC3)c1 | -0.5 | -21 | 2 | -1 | 9 | -3 | 20 | 6 | -13 | -3 | 9
CCCc1n(CC(O)COCc2ccccc2)c2ccccc2[n+]1C (stereo not given) | 0.0 | -9 | 19 | 5 | 7 | 10 | -3 | -10 | -19 | -9 | 25
Cc1ccsc1-c1nc(C(N)=O)c2[nH]c(=O)n(-c3ccc(Cl)cc3)c2n1 | 0.0 | 0 | 10 | 3 | -6 | 1 | 4 | 4 | 6 | -7 | 76*
O=C(Cn1cncn1)c1ccccc1Br | -0.3 | -24 | 16 | 5 | 2 | 2 | 17 | 2 | -6 | -5 | 2
CNC(=O)C[C@@H]1C(=O)N(C2CCCCC2)CC1(C)C | 0.6 | -3 | 9 | / | -4 | 1 | / | 17 | -15 | -3 | -14
CCOC(=O)c1ccc(NC(=O)C2CCN(C(=O)c3ccc(OC)c(OC)c3)CC2)cc1 | 0.2 | 16 | -12 | 3 | 0 | -6 | 15 | -15 | 14 | / | 4
NC(=O)CSc1nnc(Cn2c(=O)sc3ccccc32)n1-c1ccccc1 | -1.1 | -37 | 2 | -3 | / | -2 | -1 | 6 | -5 | -2 | -13
CC(C)c1ccc(/C=N/n2c(-c3ccccc3)n[nH]c2=S)cc1 | 0.1 | -18 | 5 | -1 | 8 | 10 | / | -8 | -13 | -5 | 24
O=C(O)c1cccc(Nc2c([N+](=O)[O-])c(=O)oc3ccccc23)c1 | -0.4 | -6 | 13 | 0 | -6 | -1 | 10 | 4 | -8 | -3 | -10
COc1ccc(-c2cc(C#N)nc(N3CCN(C)CC3)n2)cc1 | -1.4 | -11 | 20 | 2 | -7 | -9 | 1 | 1 | -16 | -19 | 8
Cc1ccc(C2CC(=O)NC(SCC(=O)Nc3nccs3)=C2C#N)cc1 (stereo not given) | -0.2 | -26 | 24 | -2 | -3 | -2 | 9 | 21 | -16 | -5 | 18
O=[N+]([O-])c1ccc(/C=N/Nc2ccccn2)cc1 | -0.3 | -27 | -69 | 4 | -12 | 5 | / | -2 | -42 | -8 | -122
Cc1onc(-c2c(Cl)cccc2Cl)c1C(=O)NCCc1ccncc1 | -0.4 | -22 | 5 | 3 | -2 | 5 | 1 | 4 | -1 | -6 | 2
CC(C)CCNC(=O)CN(CCN1CCOCC1)C(=O)Cn1nnc(-c2ccc(F)cc2)n1 | 1.7 | 13 | -2 | 0 | -1 | 0 | -11 | -5 | 13 | -7 | 3
